# Screens (PubChem BioAssay)
# D1 potentiator – potentiators of human D1 dopamine receptor; P21728; HEK293 TREx D1 cells, calcium flux, dopamine EC20 potentiation; potentiation, % at 10 µM; 360,000 compounds, 0.036% hits; in the data active = potentiation above about 30%; also: 0% is about no effect
# Target sequence (P21728 whole entry, looked up): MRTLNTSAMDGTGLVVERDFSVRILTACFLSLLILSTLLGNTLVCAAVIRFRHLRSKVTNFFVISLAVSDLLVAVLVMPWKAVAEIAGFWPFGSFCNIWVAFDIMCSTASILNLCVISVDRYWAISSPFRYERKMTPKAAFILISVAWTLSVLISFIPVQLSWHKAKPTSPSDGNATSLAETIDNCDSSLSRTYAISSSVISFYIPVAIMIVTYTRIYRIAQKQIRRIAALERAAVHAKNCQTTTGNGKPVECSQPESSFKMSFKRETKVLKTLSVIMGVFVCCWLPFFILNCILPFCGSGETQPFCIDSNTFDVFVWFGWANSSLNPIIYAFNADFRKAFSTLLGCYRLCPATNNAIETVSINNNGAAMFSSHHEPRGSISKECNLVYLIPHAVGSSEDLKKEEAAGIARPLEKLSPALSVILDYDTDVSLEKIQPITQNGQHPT
# D1 ag – human D1 receptor agonism. 360,000 compounds, 1% hits. HEK293 T-REx D1 cells, calcium flux, agonist mode. P21728. AID 504660. activation, % at 2 µM; in the data active = activation above about 30%; also: 0% is about no effect
#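 Agonism was scored from calcium flux recorded over 180 s (1 read/s) after pintool compound addition, following a 10-cycle baseline. Cells were inducible force-coupled HEK293 TREx D1, plated overnight at 30 C and loaded with no-wash calcium dye.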
# Glioma ERSR ind – inducers of ER stress response in human glioma cells; U87-MG GRP78 promoter luciferase reporter, 16 h; Potency, µM, without a hit: top-dose activation, most hits filed as activators; 420,000 compounds, 0.02% hits; also: potency is read from the fitted curve at half-maximal effect; series mostly up to about 76 µM; % of control where 0% means no effect; nearly all actives have a fitted effect of over 35% in size
#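 ERSR induction read as luciferase luminescence (Bright-Glo, 10 min at room temperature) in stably transfected human U87-MG glioma cells exposed to compounds for 16 h, using GRP78 as sensor.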
# D2 PAM – positive allosteric modulators of human D2 dopamine receptor. P14416. HEK293 T-REx D2, calcium flux, EC20 dopamine potentiation. potentiation, % at 10 µM. 340,000 compounds, 0.34% hits. AID 485347;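 active = potentiation over 3 SD above the plate norm, cut at about 30% in these data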; also: 0% is about no effect
# Target sequence (P14416 whole entry, looked up): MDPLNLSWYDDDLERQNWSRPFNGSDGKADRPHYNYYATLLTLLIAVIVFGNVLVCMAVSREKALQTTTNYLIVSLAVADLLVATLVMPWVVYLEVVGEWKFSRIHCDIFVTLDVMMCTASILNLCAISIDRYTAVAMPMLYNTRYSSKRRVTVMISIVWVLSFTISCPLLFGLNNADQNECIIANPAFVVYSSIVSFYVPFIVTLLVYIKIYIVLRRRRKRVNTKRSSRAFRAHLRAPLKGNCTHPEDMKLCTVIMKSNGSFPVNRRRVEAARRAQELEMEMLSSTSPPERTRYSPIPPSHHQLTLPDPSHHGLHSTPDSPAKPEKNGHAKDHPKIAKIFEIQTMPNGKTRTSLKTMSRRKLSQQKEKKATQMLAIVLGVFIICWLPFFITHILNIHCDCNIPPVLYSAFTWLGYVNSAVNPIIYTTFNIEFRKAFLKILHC
#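 Tetracycline-induced Hek293 Trex D2 cells, force-coupled to calcium, loaded with no-wash calcium dye. Compound added with 180 s kinetic read for agonism, then EC20 dopamine and a further 180 s read for potentiation.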
# Vif-A3F inh – Vif-A3F binding inhibition. HeLa A3F-eYFP + Vif (tagged APOBEC3F with the HIV-1 protein that degrades it), YFP fluorescence increase. Potency, µM (titrated, usually from 46.1 µM), for the others: top-dose activity, negative = active. 390,000 compounds, 0.2% hits; also: potency is read from the fitted curve at half-maximal effect; % of control where 0% means no effect; nearly all actives have a fitted effect of over 65% in size
#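 Fluorescence increase (Ex 488/Em 500-530) after overnight compound treatment at 37 deg C flags inhibition of Vif-driven A3F-eYFP loss in stable HeLa A3F-eYFP/Vif cells seeded overnight beforehand.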
# Vif-APOBEC3G blk – inhibitors of Vif-APOBEC3G interaction | AID 602310 | Potency, µM (top dose mostly 46.1 µM), without a hit: top-dose activity, negative = active, usual class: inhibitors | 410,000 compounds, 0.076% hits | HeLa A3G-eYFP + Vif (tagged APOBEC3G with the HIV-1 protein that degrades it), YFP fluorescence, overnight;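 also: potency is read from the fitted curve at half-maximal effect; % is scaled to controls: 0 for no effect and ±100 for the full control effect; nearly all actives have a fitted effect of over 60% in size; hits raise eYFP signal because A3G escapes Vif-driven loss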
#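 HeLa cells stably expressing Vif and C-terminally eYFP-tagged A3G, seeded overnight at 37 deg C, then exposed to compound by pintool overnight at 37 deg C. Rise in yellow fluorescence (Ex 488/Em 500-530, Acumen) marks blocked Vif-driven A3G degradation.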
# D1 antagonist – blocks dopamine activation of the human D1 receptor; activity change, negative = inhibition, % at 10 µM; 360,000 compounds, 3.2% hits; HEK293 TREx D1 cells, calcium flux, dopamine EC80; hits give low values; in the data active = activity change below about -30%; also: % is scaled to controls: 0 for no effect and ±100 for the full control effect
#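 Inducible Hek293 Trex D1 cells (tetracycline, overnight, 30 C). Calcium dye 30–90 min RT. Antagonist mode: EC80 dopamine added after 180 s compound read.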
# RXFP1 ag – RXFP1 (human) receptor agonism. HEK293T-RXFP1 cAMP TR-FRET, 30 min; response scale: percent of porcine relaxin response, buffer zero. 370,000 compounds, 0.3% hits. AID 2676. Q9HBX9. Potency, µM (series often up to 57.5 µM), for the others: at the highest dose activation, most hits filed as activators; also: potency is read from the fitted curve at half-maximal effect; % is scaled to controls: 0 for no effect and ±100 for the full control effect; nearly all actives have a fitted effect of over 60% in size; many of its hits are not listed in these tables
#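 HEK293 cells stably expressing RXFP1, treated 30 min at 37C with compounds plus PDE4 inhibitor Ro 20174; cAMP measured by HTRF TR-FRET. Normalized to buffer and 29 nM porcine relaxin; EC50 by Hill fit.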
# LDHA block – blocks human lactate dehydrogenase A | purified LDHA, NADH/diaphorase-resazurin fluorescence; hits give low values | activity change, % (values are at about 110 or 230 µM) | AID 1347041 | P00338 | 480,000 compounds, 0.15% hits; in the data active = activity change below about -30%; inconclusive = mostly about -25% to -30%;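 also: plate controls were DMSO wells for no effect and wells without enzyme for full effect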
#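 Remaining NADH was detected by diaphorase (0.133 mg/mL) converting 37 µM resazurin to fluorescent resorufin, read at 0 and 20 minutes. The preceding 5-minute room-temperature reaction used 2 nM LDHA, 0.2 mM sodium pyruvate and 0.06 mM NADH at pH 7.4.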
# * marks the source's active call; other numbers are inactive results; ? = inconclusive; · = no result given; & = joins results of further samples. Unless noted, calls follow the shape of the dose curve; as a rule, active = well fitted curve in the direction sought with a large enough effect; inconclusive = small, poorly fitted or top-dose-only effect, or another doubt; inactive = no such curve, though single readings can be large; an effect the other way counts as inactive or inconclusive. This is a subset; count on the stated rates, not on these rows.
SMILES,D1 potentiator,D1 ag,Glioma ERSR ind,D2 PAM,Vif-A3F inh,Vif-APOBEC3G blk,D1 antagonist,RXFP1 ag,LDHA block
O=C(CN1C(=O)c2ccccc2C1=O)N1CCN(c2nnc(-c3ccccc3)c3ccccc23)CC1,6,-3,0%,26,-6%,0%,15,1.2%,-4
O=C(c1ccccc1)C1CN(Cc2ccccc2)CCC1(O)c1ccccc1 (stereo not drawn),1,2,0%,-14,15%,-3%,11,-0.5%,3
O=C(COC(=O)c1cccc(S(=O)(=O)N2CCc3ccccc32)c1)Nc1ncc(C(F)(F)F)cc1Cl,-2,3,-1%,-6,3%,4%,6,3.8%,4
O=[N+]([O-])c1ccccc1CN1CCN(S(=O)(=O)c2ccccc2)CC1,·,·,-2%,·,11%,0%,·,·,-17
OC(COC(c1ccc(Cl)cc1)c1ccc(Cl)cc1)CN1CCN(c2ccccn2)CC1 (stereo not drawn),-5,11,-3%,-20,-2%,2%,2,-0.5%,-4
O=C(Nc1ccc(CN2CCOCC2)cc1)c1ccc(Br)cc1,-1,4,2%,-3,1%,6%,6,1.0%,-8
Clc1ccc(OCc2nc(-c3ccncc3)no2)c(Cl)c1,-3,7,-4%,-7,·,-4%,-16,0.2%,3
Cc1cc(/N=C/N(C)C)on1,1,-1,-4%,-25,-4%,-3%,15,-0.4%,-6
Cc1ccc(N=c2oc3cc(O)ccc3cc2C(N)=O)cc1,-3,15,0%,-8,-16%,-12%,-4,1.1%,-1
Cc1nc(SC(C)C(=O)Nc2cccc(C(F)(F)F)c2)c2c(C)c(C(=O)O)sc2n1 (stereo not drawn),6,2,1%,-3,?,-4%,30,5.6%,-8
O=C(/C=C/c1ccc(Br)cc1)c1ccc(NC(=O)c2ccco2)cc1,-4,5,5%,-3,-1%,-3%,-5,-1.2%,-8&-21
Cc1ccnc(NC(=O)c2ccoc2C)c1,-2,0,1%,2,14%,0%,-6,-0.3%,3
COCCCC1CCN(Cc2nc(Cc3ccccc3Cl)no2)CC1,-3,2,-2%,-24,10%,-7%,7,-1.7%,1
COCCN(C(=O)c1ccccc1OC1CCN(S(C)(=O)=O)CC1)C(C)C,-1,1,-2%,-7,-1%,-1%,-1,-0.9%,-13
COC(=O)c1cn(-c2ccccc2)nc1-c1ccc(OC)cc1,16,7,2%,-1,-15%,1%,-8,-4.9%,-2
CCCCc1nnc(SCCSc2nnc(CCCC)n2N)n1N,0,0,-3%,-4,3%,0%,-1,-2.2%,-9
COc1ccc(C2CC3CC(c4ccccc4)N2O3)cc1 (stereo not drawn),-1,3,1%,6,1%,2%,-2,0.5%,-4
CC(=Nc1ccccc1)C1=C(O)COC1=O,2,2,3%,-7,0%,2%,4,1.4%,-2
O=C(CCC(=O)OCC(=O)c1ccc(Cl)cc1Cl)Nc1cccc2cccnc12,5,7,-3%,-7,0%,1%,0,1.8%,-2
CCO[C@@H]1OC(C(=O)N2CCOCC2)=C[C@H](C2CCCCC2)[C@H]1CCCO,-4,-4,4%,1,0%,-3%,-20,2.6%,-8
CC1=NN(C(N)=S)C(=O)C1N=Nc1c(C)n(C)n(-c2ccccc2)c1=O (stereo not drawn),·,·,-3%,·,6%,-6%,·,·,17
CC(=O)OC1COC(n2ccc3ccccc32)C(OC(C)=O)C1OC(C)=O (stereo not drawn),-6,1,-1%,5,·,0%,4,3.1%,1
COc1ccccc1S(=O)(=O)CC(O)COc1ccc(F)cc1Cl (stereo not drawn),-4,0,-4%,-2,8%,0%,2,4.8%,-9
COc1ccc(-c2csc(NC(=O)c3ccccc3S(C)(=O)=O)n2)cc1,-4,-1,1%,8,2%,-2%,0,1.7%,-8
CCn1c(COc2ccc3c(c2)OCO3)nnc1SCC(=O)O,-6,-1,1%,19,0%,0%,-17,-0.1%,-4
Cc1ccccc1CNc1ccc(C(CC(N)=O)NC(=O)c2ccc(Br)cc2)cc1[N+](=O)[O-] (stereo not drawn),9,3,-7%,-8,?,?,-4,0.1%,-6
C(=N\Nc1nc(N2CCOCC2)nc(N2CCOCC2)n1)/c1cccnc1,0,4,0%,12,-2%,1%,17,-0.9%,-4
N#CC(C(=O)NC1CCCCC1)=C1CCCCCC1,-4,2,-1%,14,8%,2%,-7,-0.5%,1
O=C(CNC(=O)c1cccs1)N/N=C/c1ccco1,0,8,-3%,2,-4%,-6%,8,-2.9%,-3
O=C(Cn1cnc2c(nnn2-c2ccccc2)c1=O)NCC1CCCO1 (stereo not drawn),-8,1,-3%,·,1%,-3%,-8,?,0
O=C1NCCn2nc3ccccc3c21,-4,4,-2%,13,3%,3%,2,-0.8%,0
Cc1[nH]c2ccccc2c1C(=O)C(=O)NC1CC1,3,1,-4%,0,-7%,-11%,-22,-2.1%,-7
O=C(O)c1ccccc1C(=O)c1ccc2c(c1)N(Cc1cccc(F)c1)C(=O)CO2,1,-2,1%,4,-15%,-7%,-16,-0.6%,3
Cc1noc(C)c1CCC(=O)Nc1c(C(C)C)cccc1C(C)C,-4,1,-4%,15,1%,-2%,2,-1.2%,-4
COCCNC(=O)c1onc(CSc2cccc(OC)c2)c1C(=O)O,-1,1,-3%,19,-4%,3%,-5,0.8%,-1
O=[N+]([O-])c1cccc(S(=O)(=O)NCCc2cccs2)c1,·,2,-5%,1,-11%,-3%,1,0.2%,-3
O=C(NCCCc1ccccc1)c1cccc(NC(=O)C2CCCC2)c1,·,·,-2%,·,-5%,2%,·,·,4
Fc1ccc(-n2cc(-c3ccccc3)c3c(NC4CCCCC4)ncnc32)cc1,1,0,-3%,12,3%,3%,21,-2.4%,-1
O=C(CCn1cnc2ccccc2c1=O)Nc1ccc(S(=O)(=O)N2CCCC2)cc1,-7,0,-3%,15,5%,0%,-21,-1.5%,-7
COc1cc(/C=C2\SC(N)=NC2=O)ccc1O,-4,10,-5%,-5,10%,-15%,4,-0.7%,0
CCOC(=O)/C(=N\Nc1cccc(Cl)c1)Sc1nnc(-c2ccc(OC)cc2)n1C,2,0,-4%,8,-14%,-1%,13,-1.7%,-5
CCn1nc(C)c2c(-c3ccccc3)cc(=O)n(C(C)C(=O)NCCc3ccc(Cl)cc3)c21 (stereo not drawn),-5,3,-4%,1,0%,-1%,21,-0.1%,-1
COc1cc(NC(=O)C(CCSC)NS(=O)(=O)c2ccc3c(c2)oc(=O)n3C)cc(OC)c1 (stereo not drawn),-1,-1,-2%,-8,-1%,-2%,0,-1.2%,-10
CC(/C=N/NC(=O)c1cc(-c2cccs2)[nH]n1)=C\c1ccccc1,-3,3,3%,-14,2%,-24%,12,-0.1%,-11
CCCc1ccc(S(=O)(=O)N2CCN(C(=O)c3cc(C)on3)CC2)cc1,·,·,-3%,·,-3%,1%,·,·,-8
COc1ccc(CN2C(=NC(=O)COc3ccccc3)SC3CS(=O)(=O)CC32)cc1 (stereo not drawn),-1,25,-3%,-2,-12%,-1%,7,3.0%,-2
Cc1csc(NC(=O)Nc2ccc(Cl)cc2)n1,-1,15,0%,15,0%,1%,-22,0.9%,-6
FC(F)(F)c1ccc(/C=N/N2CCN(Cc3ccccc3)CC2)cc1,-5,5,0%,0,1%,-1%,-14,0.4%,-6
O=C(Cn1cc(C(=O)C2CC2)c2ccccc21)Nc1ccc(F)cc1,-4,8,-1%,·,?,-1%,26,3.4%,-3
Cc1ccc(C(=O)CSc2nc(N)cc(=O)[nH]2)cc1,-3,1,-9%,-6,-18%,1%,-18,0.1%,6
CCCCN(C(=O)Cc1cccc(F)c1)c1c(N)n(CCC)c(=O)[nH]c1=O,-6,0,-1%,6,9%,0%,4,0.2%,3
COCc1nnc(NC(=O)CCC2CCCCC2)s1,-3,0,0%,27,-5%,0%,-1,2.0%,-1
O=C(O)c1cc(C(=O)C2CCCCC2)c[nH]1,7,5,-4%,-7,16%,1%,-2,2.1%,-1
CCC(=O)Nc1sc2c(c1C(=O)Nc1cccc(C)c1)CCCC2,-3,0,-2%,-8,-7%,-1%,-5,0.2%,-2

# Some of the entries above in another layout:
SMILES | D1 potentiator | D1 ag | Glioma ERSR ind | D2 PAM | Vif-A3F inh | Vif-APOBEC3G blk | D1 antagonist | RXFP1 ag | LDHA block
CCOC(=O)/C(=N\Nc1cccc(Cl)c1)Sc1nnc(-c2ccc(OC)cc2)n1C | 2 | 0 | -4% | 8 | -14% | -1% | 13 | -1.7% | -5
CCn1nc(C)c2c(-c3ccccc3)cc(=O)n(C(C)C(=O)NCCc3ccc(Cl)cc3)c21 (stereo not drawn) | -5 | 3 | -4% | 1 | 0% | -1% | 21 | -0.1% | -1
COc1cc(NC(=O)C(CCSC)NS(=O)(=O)c2ccc3c(c2)oc(=O)n3C)cc(OC)c1 (stereo not drawn) | -1 | -1 | -2% | -8 | -1% | -2% | 0 | -1.2% | -10
CC(/C=N/NC(=O)c1cc(-c2cccs2)[nH]n1)=C\c1ccccc1 | -3 | 3 | 3% | -14 | 2% | -24% | 12 | -0.1% | -11
CCCc1ccc(S(=O)(=O)N2CCN(C(=O)c3cc(C)on3)CC2)cc1 | · | · | -3% | · | -3% | 1% | · | · | -8
COc1ccc(CN2C(=NC(=O)COc3ccccc3)SC3CS(=O)(=O)CC32)cc1 (stereo not drawn) | -1 | 25 | -3% | -2 | -12% | -1% | 7 | 3.0% | -2
Cc1csc(NC(=O)Nc2ccc(Cl)cc2)n1 | -1 | 15 | 0% | 15 | 0% | 1% | -22 | 0.9% | -6
FC(F)(F)c1ccc(/C=N/N2CCN(Cc3ccccc3)CC2)cc1 | -5 | 5 | 0% | 0 | 1% | -1% | -14 | 0.4% | -6
O=C(Cn1cc(C(=O)C2CC2)c2ccccc21)Nc1ccc(F)cc1 | -4 | 8 | -1% | · | ? | -1% | 26 | 3.4% | -3
Cc1ccc(C(=O)CSc2nc(N)cc(=O)[nH]2)cc1 | -3 | 1 | -9% | -6 | -18% | 1% | -18 | 0.1% | 6
CCCCN(C(=O)Cc1cccc(F)c1)c1c(N)n(CCC)c(=O)[nH]c1=O | -6 | 0 | -1% | 6 | 9% | 0% | 4 | 0.2% | 3
